uPA surface inh – cell surface uPA generation inhibition; cell surface uPA generation assay, qHTS; Potency, µM (doses to about 38.3 µM), without a hit: at the highest dose activity change, negative = inhibition, hits mostly inhibitors; 0.31% of 330,000 active; active = well fitted inhibition curve with a large enough effect; inconclusive = small, poorly fitted or top-dose-only effect; inactive = no such curve, though single readings can be large or run the other way; tested in mouse RAW 264.7 cells; note: potency is the fitted concentration of half-maximal effect; % is set by controls: 0 for no effect and ±100 for the full control effect; nearly all actives have a fitted effect of over 55% in size
USP2a block – blocks human ubiquitin-specific protease USP2a; USP2 core, Ub-CHOP2 coupled fluorogenic reporter, 485/531; Potency, µM (doses to about 38.3 µM), without a hit: top-dose activity change, negative = inhibition, most hits filed as inhibitors; 0.01% of 330,000 active; O75604;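 note: potency is the fitted concentration of half-maximal effect; plate controls were DMSO wells for no effect and full inhibition by NEM control for full effect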
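Deubiquitinase activity read as fluorescence (485/531 nm) after Ub-CHOP2 cleavage activates the enterokinase reporter on its substrate; USP2 core 10nM, Ub-CHOP2 and substrate 25nM each, 30min compound preincubation then 60min RT; data normalized to NEM, curves fitted.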
p53 reactivation – mutant p53 re-activation in reporter cells. H1299 p53-A138V BP100-luciferase reporter, luminescence, 24 h. Potency, µM (series often up to 92.2 µM), inactives show at the top dose activity change, positive = activation, usual class: activators. 0.063% of 320,000 active. AID 504706; note: potency is the fitted concentration of half-maximal effect; % of control where 0% means no effect; nearly all actives have a fitted effect of over 45% in size
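p53-null H1299 cells stably carrying temperature-sensitive p53-A138V and a BP100-luciferase reporter were pinned with compounds (4-point, 1:5 series) and held 24 hrs at 37 deg C. Luminescence was read 10 min after detection reagent.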
a7 integrin act – activates integrin-mediated alleviation for muscular dystrophy | alpha7betagal myoblasts, beta-gal FDG fluorescence, 48 h | Potency, µM (titrated, usually from 38.3 µM), for the others: at the highest dose activation, actives largely listed as activators | 0.064% of 350,000 active | AID 624291;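 note: potency is the fitted concentration of half-maximal effect; 100% = response of the positive control SU9516; nearly all actives have a fitted effect of over 60% in size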
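Alpha7betagal+/- myoblasts (passage 13) were plated 16-24 hr, then exposed to compounds (1:260 dilution of DMSO stock) for 48 hours at 37C. After MPER lysis, β-galactosidase reporter activity was read as FDG fluorescence (ex 480/em 540) after 30 minutes.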
PTAP TSG101 blk – blocks PTAP/TSG101 interaction to inhibit HIV-1 budding. Q99816. Fluorescence polarization, FITC-PTAP peptide / Tsg101 binding. Potency, µM (top dose mostly 115 µM), for the others: top-dose activity change, negative = inhibition, usual class: inhibitors. 340,000 tested, under 10 active; active = well fitted inhibition curve with a large enough effect in the main read-out, with a control signal flat, not every such curve was filed as active; inconclusive = small, poorly fitted or top-dose-only effect, or effect the other way, or a change in a side signal; inactive = no such curve, though single readings can be large or run the other way; note: potency is the fitted concentration of half-maximal effect; % of control where 0% means no effect
Target sequence (Q99816 whole entry, looked up): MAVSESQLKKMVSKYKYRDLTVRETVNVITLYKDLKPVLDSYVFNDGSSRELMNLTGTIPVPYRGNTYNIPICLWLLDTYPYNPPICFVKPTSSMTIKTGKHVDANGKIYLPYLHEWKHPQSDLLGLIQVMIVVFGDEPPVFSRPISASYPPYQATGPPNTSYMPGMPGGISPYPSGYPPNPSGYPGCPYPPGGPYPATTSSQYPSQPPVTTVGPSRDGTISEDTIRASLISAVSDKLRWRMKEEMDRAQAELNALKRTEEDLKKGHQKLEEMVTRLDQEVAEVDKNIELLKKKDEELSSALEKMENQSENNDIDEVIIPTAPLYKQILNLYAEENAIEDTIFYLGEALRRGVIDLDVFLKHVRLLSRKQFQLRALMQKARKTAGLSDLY
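FP read-out: FITC-PTAP peptide, 50 nM final, binding Tsg101 binding domain, 10 uM final; 20 min, r.t.; 10 mM HEPES pH 7.5, 0.15 M NaCl, 0.01% Tween 20, 3 mM EDTA, 0.1 mM TCEP.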
BRCA1 expr act – BRCA1 expression activation; AID 624202; MCF7-BRCA1-FFLuc reporter, luminescence, 48 h; response scale: scaled: vehicle 0%, 10 µM genistein 100%; 1.1% of 380,000 active; Potency, µM (top dose mostly 46.1 µM), without a hit: at the top dose activation, actives largely listed as activators; note: potency is the fitted concentration of half-maximal effect; nearly all actives have a fitted effect of over 80% in size; some results filed as inactive show a strong effect at the top dose
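48 h compound treatment of MCF7-BRCA1-FFLuc cells (phenol-red free MEM, 37 °C), then 15 min with luciferase substrate and luminescence imaging.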
TRPV1 agonist – activates the human vanilloid receptor TRPV1 | TRPV1-expressing cells, Fluo-8 calcium influx, agonist mode | activation, % at 8.33 µM | 0.19% of 320,000 active; in the data active = activation above about 80%; inconclusive = between about 30% and that limit; note: 0% is about no effect
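Fluo-8 calcium influx in TRPV1-expressing cells, kinetic read (ex 480/em 520 nm). Compound added and read 3 min for agonist activity, followed by capsaicin at EC20 final and 2 min further read for enhancement.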
Eya2 phos inh – blocks the phosphatase activity of human Eya2; 0.006% of 330,000 active; Potency, µM (top dose mostly 76.9 µM), inactives show at the highest dose activity, negative = inhibition, most hits filed as inhibitors; AID 488837; recombinant Eya2, OMFP fluorescence dephosphorylation (OMFP is methylfluorescein phosphate); note: potency is the fitted concentration of half-maximal effect; % is set by controls: 0 for no effect and ±100 for the full control effect
Target sequence (O00167 whole entry, looked up): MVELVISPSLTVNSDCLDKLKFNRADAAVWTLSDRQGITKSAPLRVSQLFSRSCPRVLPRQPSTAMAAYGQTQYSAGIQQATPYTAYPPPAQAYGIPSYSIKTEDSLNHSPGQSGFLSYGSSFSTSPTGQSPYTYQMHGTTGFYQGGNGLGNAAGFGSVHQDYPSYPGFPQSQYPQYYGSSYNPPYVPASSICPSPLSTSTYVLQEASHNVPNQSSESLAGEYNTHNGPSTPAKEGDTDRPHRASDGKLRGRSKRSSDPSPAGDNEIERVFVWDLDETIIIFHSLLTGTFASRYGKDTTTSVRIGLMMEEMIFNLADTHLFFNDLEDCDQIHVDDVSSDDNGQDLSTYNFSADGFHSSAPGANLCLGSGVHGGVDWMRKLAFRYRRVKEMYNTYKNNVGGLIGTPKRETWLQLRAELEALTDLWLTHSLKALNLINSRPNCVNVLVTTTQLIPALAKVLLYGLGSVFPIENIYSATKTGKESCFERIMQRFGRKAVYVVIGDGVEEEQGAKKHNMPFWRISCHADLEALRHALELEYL
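Eya2 protein (added as 0.2 uM solution) was preincubated with compound for 10 min at ambient temperature in 50 mM HEPES pH 7.5, 50 mM NaCl, 5 uM MgCl2, 0.05% BSA, 1 mM DTT. OMFP (added at 50 uM) then reacted 10 min; fluorescence read at 485/525 nm.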
B2AR arrestin – recruits beta-arrestin to the human beta2-adrenergic receptor. Potency, µM (titrated, usually from 46.1 µM), for the others: at the highest dose activation, usual class: activators. P07550. beta-arrestin recruitment to beta2AR, cell-based reporter. 0.02% of 330,000 active. AID 492947;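 note: potency is the fitted concentration of half-maximal effect; 0% = DMSO controls and full agonism = EC100 isoproterenol or metaproterenol; nearly all actives have a fitted effect of over 65% in size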
ELG1 genotoxic – genotoxicity induction in ELG1-luciferase HEK293T cells. 1.3% of 330,000 active. AID 504466. HEK293T ELG1-luciferase reporter, luminescence, 16 h. Potency, µM (highest dose often 46 µM), for inactives: top-dose activity change, positive = activation, most hits filed as activators; note: potency is the fitted concentration of half-maximal effect; % of control where 0% means no effect; nearly all actives have a fitted effect of over 60% in size
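Luminescence read-out: rising ELG1-luciferase signal, reflecting elevated ELG1 protein under genetic stress, flags genotoxic compounds. Cells were treated for 16 hr at 37 °C before ONE-Glo detection.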
S-ASM inh – blocks human secretory acid sphingomyelinase. Potency, µM (top dose mostly 57.5 µM), for the others: at the top dose activity change, negative = inhibition, most hits filed as inhibitors. P17405. placental ASM, HMU-PC fluorogenic substrate, 60 min. 0.006% of 340,000 active. AID 504937; note: potency is the fitted concentration of half-maximal effect
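HMU-PC0 cleavage (9 uM final) by human placental ASM, 60 min at 37 °C following 10 min compound exposure at RT; stopped at pH 10, fluorescence Ex 386/Em 447 nm.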
* marks the source's active call; other numbers are inactive results; ? = inconclusive; · = not tested or not shown; [ ] = dose if it differs, or a comment. Unless noted, calls come from the whole dose curve; as a rule, active = well fitted curve in the direction sought with a large enough effect; inconclusive = small, poorly fitted or top-dose-only effect, or another doubt; inactive = no such curve, though single readings can be large; an effect the other way counts as inactive or inconclusive. Not a hit list; overall some 2.6% were active at least once.

1) O=C(OCCn1cncn1)c1cc2ccccc2oc1=O
2) CCOC(=O)c1cnc(-c2ccccc2)nc1Oc1ccc(Cl)c(Cl)c1
3) CCC1C(=O)C(CC)C(c2ccccc2)NC1c1ccccc1 (configuration not stated)
4) O=C(Cn1ncc2c([nH]c3ccccc32)c1=O)N1CCOCC1
5) CCN(CC)C(=O)c1cnn(-c2ccccc2)c1NC(=O)c1cccs1
6) Cc1cc(=O)[nH]c(Cc2ccc(OC(C)C)cc2)n1
7) CCn1c2ccc(/C(C)=N\O)cc2c2cc(/C(C)=N\O)ccc21
8) COc1ccc(-c2ccc(OC(=O)NC3CCS(=O)(=O)C3)cc2)cc1 (configuration not stated)
9) Cc1ccc(S(=O)(=O)/N=C(/NC(=S)Nc2ccccc2)c2ccccc2)cc1
10) O=C(Nc1c2c(nn1-c1ccc(F)cc1)CS(=O)(=O)C2)C12CC3CC(CC(C3)C1)C2
assay / entry | 1 | 2 | 3 | 4 | 5 | 6 | 7 | 8 | 9 | 10
uPA surface inh | 2% | -8% | -2% | 1% | 4% | 2% | 6% | 10µM* | 3% | -1%
USP2a block | 0% | 2% | 1% | 0% | 2% | 2% | 0% | 1% | -1% | 2%
p53 reactivation | 6% | -2% | -5% | -4% | 6% | -1% | · | 4% | ? | -4%
a7 integrin act | 21% | -10% | -25% | 2% | 26% | -11% | -3% | -24% | 1% | 5%
PTAP TSG101 blk | -1% | -1% | -4% | -2% | -6% | -4% | -6% | -1% | -4% | -4%
BRCA1 expr act | 5% | -39% | -51% | 5% | -3% | 23% | -18% | ? | ? | -24%
TRPV1 agonist | 1 | · | 13 | -1 | 0 | · | -2 | 17 | -2 | 3
Eya2 phos inh | 14% | -4% | -19% | -6% | 1% | -23% | -13% | -10% | 0% | 0%
B2AR arrestin | 0.1% | 0.0% | 0.2% | -0.1% | -0.4% | 0.4% | 0.2% | 0.1% | 2.6% | 4.3%
ELG1 genotoxic | 3% | 0% | -4% | -4%[9.26 µM] | 2% | -1% | 6% | ? | ? | 1%
S-ASM inh | 2% | -6% | 2% | 1% | 1% | -1% | 5% | -6% | -5% | -1%

11) CCOC(=O)C1CCN(S(=O)(=O)c2ccccc2[N+](=O)[O-])CC1
12) COc1ccc(C(=O)Nc2ccccc2N2CCOCC2)cc1[N+](=O)[O-]
13) O=C(CSc1nnc(Nc2ccccc2F)s1)c1cc2ccccc2o1
14) c1ccc(CCc2ccccc2-c2nc(-c3ccccn3)no2)cc1
15) COc1ccc(C(C#N)N2N=C(C)CC2(C)C)cc1OC (configuration not stated)
16) COc1ccc(NC(=O)C2CCC(CNc3c(N4CCCCC4)c(=O)c3=O)CC2)c(OC)c1 (configuration not stated)
17) CCCNC(=O)c1ccc(OC)cc1OC
18) NC(=O)c1sc2nc(-c3cccnc3)ccc2c1N
19) CN(C)S(=O)(=O)N1CCN(c2ccc([N+](=O)[O-])cc2)CC1
20) Cc1cc(=O)c(C(=O)Nc2cccc(N3CCCC3=O)c2)nn1-c1ccccc1F
assay / entry | 11 | 12 | 13 | 14 | 15 | 16 | 17 | 18 | 19 | 20
uPA surface inh | -8% | 6% | 4% | 1% | 3% | 3% | -2% | -6% | 0% | -22%
USP2a block | · | 0% | -1% | 0% | 0% | 1% | 2% | -6% | -1% | 1%
p53 reactivation | · | -4% | 19% | 12% | 11% | -5% | -4% | 5% | -1% | -2%
a7 integrin act | -35% | 8% | -7% | 5% | 7% | -29% | 6% | ? | -22% | 8%
PTAP TSG101 blk | 2% | 3% | -5% | -4% | -4% | 2% | -12% | -2% | 2% | 1%
BRCA1 expr act | 8% | -26% | -10% | -17% | 5% | -18% | 4% | 28% | -8% | -18%
TRPV1 agonist | · | 0 | 28 | 7 | 3 | 1 | -1 | -3 | 5 | 1
Eya2 phos inh | · | 0% | -2% | -17% | -1% | 19% | -1% | 6% | 12% | -12%
B2AR arrestin | · | -0.4% | 0.0% | -0.6% | 0.4% | 0.1% | -0.6% | 0.1% | -0.1% | -0.2%
ELG1 genotoxic | · | 1% | -1% | 0% | 1% | 0% | 1% | 11% | 1% | 11%
S-ASM inh | 2% | 1% | -7% | -10% | 1% | 2% | 5% | -1% | -8% | 4%

21) O=C1OC(c2ccc3c(c2)OCO3)N(C(=O)c2ccc(Cl)c(Cl)c2)c2ccccc21 (configuration not stated)
22) COC(=O)COc1cc(C)cc2oc(=O)c(CC(=O)OC)c(C)c12
23) CCOc1cc(C2NN=C(c3ccccc3)S2)ccc1OCc1ccccc1Cl (configuration not stated)
24) COc1ccc(OC)c(NC(=O)CC(NC(C)=O)c2ccccc2)c1 (configuration not stated)
25) Cc1ccc(NC(=O)C2CC(O)CN2C(=O)OCc2ccccc2)cc1C (configuration not stated)
26) CC(C)OCCCN1C(=O)c2ccccc2C1C(=O)NC1CCCCC1 (configuration not stated)
27) O=C(O)c1cc([N+](=O)[O-])ccc1C(=O)Nc1ccccc1
28) CCN(CC)C(=O)c1[nH]cnc1C(=O)NCCCCCNC(=O)OC(C)(C)C
29) CC(C)c1ccc(NC(=O)Cn2c(=O)oc3cccnc32)cc1
30) CN1/C(=C\C=C2/C(=O)Oc3ccccc3C2=O)C(C)(C)c2ccccc21
assay / entry | 21 | 22 | 23 | 24 | 25 | 26 | 27 | 28 | 29 | 30
uPA surface inh | -4% | 12% | -6% | 11% | 7% | · | 3% | -3% | -9% | -1%
USP2a block | 0% | 2% | 0% | -3% | 0% | 0% | 0% | 2% | 0% | ?
p53 reactivation | ? | 17% | 19% | -2% | · | 0% | 0% | -6% | 2% | -2%
a7 integrin act | 2% | -12% | -4% | -10% | 0% | 2% | -13% | 8% | -5% | -9%
PTAP TSG101 blk | -5% | -2% | -10% | 0% | -7% | -5% | -3% | 0% | -7% | ?
BRCA1 expr act | 73% | -7% | 29% | 2% | -18% | -9% | 7% | 33% | -19% | 19%
TRPV1 agonist | -3 | 1 | 8 | 3 | 1 | 1 | -2 | -1 | 5 | 107*
Eya2 phos inh | 4% | -1% | -15% | -19% | -1% | 3% | 5% | 3% | -4% | ?
B2AR arrestin | 0.0% | -0.1% | 0.1% | -0.1% | -0.6% | 0.3% | 0.4% | -1.0% | -0.2% | -0.2%
ELG1 genotoxic | ? | -5% | ? | 7% | 2% | 0% | -1% | 2% | 4% | ?
S-ASM inh | -3% | -2% | 33%[activator] | -1% | 3% | 1% | 7% | -5% | 7% | -12%

31) Cc1ccsc1C(=O)Nc1ccc(OCc2ccccc2)cc1
32) COc1cc([N+](=O)[O-])ccc1NC(=O)CN1CCOCC1
33) Cc1cc(S(=O)(=O)NC2CCCCC2)ccc1OCC(=O)N1CCOCC1
34) CCCOc1ccc(OC(=O)c2ccc(Br)o2)cc1
35) Cc1ccc(C(C)C)c(OCC(=O)N/N=C/c2cccn2C)c1
36) COc1cccc(NC(=O)N(CCCN2CCOCC2)C(C)c2cc3cccc(OC)c3o2)c1 (configuration not stated)
assay / entry | 31 | 32 | 33 | 34 | 35 | 36
uPA surface inh | -1% | 12% | 7% | -11% | -3% | 4%
USP2a block | 1% | 0% | 0% | 0% | 2% | -3%
p53 reactivation | ? | -2% | 0% | 1% | 1% | -2%
a7 integrin act | -25% | ? | ? | -5% | -23% | 5%
PTAP TSG101 blk | -3% | -4% | -7% | -2% | -4% | -1%
BRCA1 expr act | ? | 6% | -5% | 16% | -25% | 10%
TRPV1 agonist | 5 | 1 | 20 | 2 | ? | 5
Eya2 phos inh | 11% | -4% | 8% | -5% | 0% | -10%
B2AR arrestin | 0.1% | 0.0% | -0.1% | -0.5% | -0.8% | -0.1%
ELG1 genotoxic | ? | 0% | 3% | 3% | -5% | 10%
S-ASM inh | 1% | -6% | 4% | -6% | -5% | -1%

Quoted at random: 4 records from the list, in no set order.
32) COc1cc([N+](=O)[O-])ccc1NC(=O)CN1CCOCC1
33) Cc1cc(S(=O)(=O)NC2CCCCC2)ccc1OCC(=O)N1CCOCC1
35) Cc1ccc(C(C)C)c(OCC(=O)N/N=C/c2cccn2C)c1
34) CCCOc1ccc(OC(=O)c2ccc(Br)o2)cc1
assay / entry | 32 | 33 | 35 | 34
uPA surface inh | 12% | 7% | -3% | -11%
USP2a block | 0% | 0% | 2% | 0%
p53 reactivation | -2% | 0% | 1% | 1%
a7 integrin act | ? | ? | -23% | -5%
PTAP TSG101 blk | -4% | -7% | -4% | -2%
BRCA1 expr act | 6% | -5% | -25% | 16%
TRPV1 agonist | 1 | 20 | ? | 2
Eya2 phos inh | -4% | 8% | 0% | -5%
B2AR arrestin | 0.0% | -0.1% | -0.8% | -0.5%
ELG1 genotoxic | 0% | 3% | -5% | 3%
S-ASM inh | -6% | 4% | -5% | -6%

Source: PubChem
